Tn6 DDE FP = disrupts Tn6 cyclic peptide binding to fibrin D-Dimer-E complex | P02675 | Fibrin DD(E) TRITC-Tn6 fluorescence polarization displacement | inhibition, % at 8.3 µM | 370,000 tested, 0.21% active | AID 720509;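 active means inhibition above a per-campaign cutoff: mean of compounds within control limits plus 3 SD, cut at about 15% in these data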;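 further: 0% = median of all compound wells on the plate and 100% = blocking peptide control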
Target sequence (P02675 whole entry, looked up): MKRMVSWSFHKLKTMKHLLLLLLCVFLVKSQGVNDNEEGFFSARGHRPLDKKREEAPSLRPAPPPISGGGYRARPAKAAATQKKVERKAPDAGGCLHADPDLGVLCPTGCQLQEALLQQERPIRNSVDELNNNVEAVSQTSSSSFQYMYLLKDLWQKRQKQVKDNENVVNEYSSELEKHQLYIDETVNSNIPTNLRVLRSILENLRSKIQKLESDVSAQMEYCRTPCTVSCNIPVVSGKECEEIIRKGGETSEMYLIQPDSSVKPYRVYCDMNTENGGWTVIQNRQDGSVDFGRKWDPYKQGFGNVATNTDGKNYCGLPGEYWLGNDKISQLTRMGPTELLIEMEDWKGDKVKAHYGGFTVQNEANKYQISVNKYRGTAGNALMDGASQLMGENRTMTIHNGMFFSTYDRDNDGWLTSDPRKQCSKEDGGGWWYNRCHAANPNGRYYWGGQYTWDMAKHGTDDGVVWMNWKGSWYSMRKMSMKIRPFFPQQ
ADAM10 inh = inhibits human ADAM10. recombinant ADAM10, EDANS/DABCYL FRET peptide cleavage, 3 h. inhibition, % at 7 µM. 370,000 tested, 0.62% active;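 active means inhibition above a per-campaign cutoff equal to the mean of compounds falling between control-based bounds plus 3 SD, cut at about 20% in these data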;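 further: 0% = DMSO wells while the 100% control is not disclosed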
ADAM17 inh = inhibits human ADAM17; inhibition, % at 6.95 µM; 370,000 tested, 0.83% active; P78536; recombinant ADAM17, EDANS/DABCYL FRET peptide cleavage; AID 720648;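 active means inhibition above the mean of compounds lying between control limits plus 3 SD, set per campaign, cut at about 8.5% in these data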;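 further: 0% = DMSO-only wells as the low control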
SIAE inh = inhibitors of human sialic acid acetylesterase SIAE | Q9HAT2 | SIAE FP-Rh probe binding, fluorescence polarization | inhibition, % at 9.66 µM | 370,000 tested, 0.69% active;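 active means inhibition above a cutoff: mean of compounds within the control limits plus 3 SD of those, cut at about 17% in these data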;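 further: 0% = plate median of compound wells and 100% = probe without SIAE protein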
TDP2 absorb = blocks human TDP2 phosphodiesterase activity; O95551; recombinant TDP2, T5PNP hydrolysis, p-nitrophenol absorbance 415 nm; inhibition, % at 12.8 µM; 370,000 tested, 0.34% active;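 active means inhibition above the mean of all tested compounds plus 3 SD, set per campaign, cut at about 25% in these data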;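 further: 0% = DMSO with enzyme and 100% = buffer with substrate but no TDP2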
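System: recombinant human TDP2 / Amount: 120 nM TDP2 per well / Also added: 5 mM T5PNP chromogenic substrate / Doses: 12.8 µM single point, 1% DMSO / Incubation: 2 h at 37 °C / Detection: p-Nitrophenol epi absorbance / Evaluation: % inhibition relative to enzyme-containing and enzyme-free wells / Repeats: singlicate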
ARFGAP1 inhibitor = inhibitors of rat ARFGAP1 | Q62848 | Arfgap1-stimulated ARF1 GTP hydrolysis, GDP FP detection | inhibition, % at 16.5 µM | 360,000 tested, 0.26% active | AID 651572;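 active means inhibition above a per-plate limit, mean inhibition of low control wells plus 3 SD, cut at about 25% in these data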;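 further: 0% = DMSO wells with enzyme and 100% = wells lacking Arfgap1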
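Material – truncated rat Arfgap1 GAP domain · Buffer or medium – HEPES-based buffer, pH 7.5 · Reagent – human ARF1(Δ1-17)-GTP substrate · Dosing – 16.5 µM single point, 1.26% DMSO · Schedule – GTP hydrolysis reaction 2 h at 25 °C · Technique – GDP detection by fluorescence polarization · Benchmarks – No-Arfgap1 wells (100%) versus DMSO full-reaction wells (0%) · Repeats – single replicate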
PLCg1 inh = blocks human PLC-gamma1 enzyme activity | 370,000 tested, 0.84% active | inhibition, % at 12.2 µM | AID 720700 | P19174 | purified PLC-gamma1, fluorogenic substrate, fluorescence; in the data active means inhibition above about 9.5%
PLCb3 inh = blocks human PLC-beta3 enzyme activity | Purified PLC-beta3, fluorogenic substrate, fluorescence | inhibition, % at 12.2 µM | 370,000 tested, 0.18% active | AID 720704 | Q01970; in the data active means inhibition above about 11%;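 further: 0% = median of compound wells on plate and 100% = full blocker control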
ASAP1 inh = ASAP1 ArfGAP inhibition; Q9ULH1; ASAP1-stimulated ARF1 GTP hydrolysis, GDP FP detection; 360,000 tested, 0.19% active; inhibition, % at 16.5 µM; in the data active means inhibition above about 25%;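 further: 0% = vehicle with enzyme and substrate and 100% = no enzyme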
Target sequence (Q9ULH1 325-724 limits assumed): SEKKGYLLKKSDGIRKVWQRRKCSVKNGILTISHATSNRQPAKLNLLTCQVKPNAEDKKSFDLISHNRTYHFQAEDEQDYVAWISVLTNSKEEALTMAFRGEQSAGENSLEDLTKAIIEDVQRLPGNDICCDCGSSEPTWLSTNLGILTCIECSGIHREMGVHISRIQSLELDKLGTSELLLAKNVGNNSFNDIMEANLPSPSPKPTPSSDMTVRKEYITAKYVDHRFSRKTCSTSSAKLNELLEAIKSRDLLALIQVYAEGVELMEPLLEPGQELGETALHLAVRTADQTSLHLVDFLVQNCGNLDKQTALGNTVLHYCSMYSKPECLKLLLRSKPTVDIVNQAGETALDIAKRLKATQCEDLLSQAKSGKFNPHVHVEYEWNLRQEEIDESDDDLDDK
Tn7 DDE FP = inhibitors of Tn7 peptide binding to human fibrin DD(E); inhibition, % at 8.3 µM; 370,000 tested, 0.13% active; FP displacement of FITC-Tn7 peptide from fibrin DD(E); 0% = median of compound wells per plate;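 active means inhibition above the mean of compounds falling within the control limits plus 3 SD of them, cut at about 14% in these data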;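 further: 0% = plate median of compound wells and 100% = 10 µM Aha-Tn7 peptide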
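Measure: % inhibition scaled between sample-field median and high-control FP; Test system: human fibrin DD(E); Quantity: 2 µM final DD(E) protein; Doses: one dose, 8.3 µM nominal; Schedule: compound with protein 10 min, then 3 h after probe, room temperature; Detection: fluorescence polarization; Medium: Tris buffer with calcium and detergent, pH 7.8.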
Active calls of the source: *; i = inactive.

nr	ADAM17 inh	ASAP1 inh	PLCg1 inh	TDP2 absorb	Tn7 DDE FP	Tn6 DDE FP	ARFGAP1 inhibitor	SIAE inh	PLCb3 inh	ADAM10 inh	SMILES
1	0	5	3	0	2	0	-4	-1	1	8	O=C(O)C1(P(=O)(c2ccccc2)c2ccccc2)CCC1
2	0	12	1	9	1	2	4	10	-3	11	COc1ccccc1C(=O)CSc1nccn1C
3	-4	-4	-4	0	6	1	-13	-2	-4	-5	Cc1cccn2c(=O)c3cc(S(=O)(=O)c4ccccc4)c(=N)n(Cc4ccc(F)cc4)c3nc12
4	-3	-4	-4	4	4	3	-4	-7	-5	-10	CCCC(=O)NCc1cc(-c2nn(C)c(=O)c3ccccc23)ccc1OC
5	-4	0	-2	5	3	1	7	-2	-6	-3	CCC(C(=O)OC)n1cnc2c(nnn2-c2cccc(OC)c2)c1=O (stereo not drawn)
6	-5	9	-14	-3	-5	1	-5	-4	-18	-29	COCc1cc(=O)n2c(-c3ccc(C)cc3)n[nH]c2n1
7	-3	-1	3	1	-1	3	0	-1	3	7	COc1cc([C@H]2[C@@H]3CCCC[C@]3(O)CCN2CC(=O)Nc2ccc(C)cc2C)ccc1O
8	i	-3	i	-10	-8	-2	18	7	i	i	COc1ccc2cc3cc(C(=O)NC(C)C)oc3nc2c1
9	10*	-14	-7	-9	-4	-1	6	1	-8	-7	NC(CSC1(c2cccc3ccccc23)c2ccccc2-c2ccccc21)C(=O)O (stereo not drawn)
10	-5	16	-3	12	-3	-3	15	17*	-15	-11	COc1cc(/C=N/Nc2nc(-c3ccc(S(=O)(=O)N(C)C)cc3)cs2)ccc1O
11	7	-13	-67	-23	-10	-1	-4	-4	-98	-8	Cc1cc(-c2cccnc2)c(C#N)c(SCC#N)n1
12	-2	13	5	-11	-2	6	-3	-1	1	10	Cc1c(N(C(=O)c2ccccn2)C2(C(=O)NC3CCCC3)CCCCC2)c(=O)n(-c2ccccc2)n1C
13	-2	17	0	7	3	1	0	1	2	8	Cc1nnc(SCC(=O)Nc2ccc(N3CCOCC3)cc2)n1-c1ccccc1
14	3	11	-16	-3	1	-3	7	13	-20	-6	Cc1c(C(=O)c2ccc(N(C)C)cc2)c2ccccn2c1CCC#N
15	1	14	-1	-8	0	0	14	-2	-3	-17	CC1=C(C(=O)N2CCCCCC2)CC(CC(=O)NC(c2ccccc2)c2ccccc2)C(=O)N1Cc1ccccc1 (stereo not drawn)
16	-2	7	2	-4	0	1	2	-6	-1	-10	O=C(CCc1ccccc1)Nc1cccc(-c2nnc(-c3ccco3)o2)c1
17	4	-2	3	-2	2	8	1	-4	2	0	NC(=O)CSc1nc2cc([N+](=O)[O-])ccc2n1-c1cccc(C(F)(F)F)c1
18	0	-1	1	2	0	0	-9	5	-1	-3	CC1=C(C(=O)NCc2ccccn2)C2(CCC(C)CC2)OC1=O (stereo not drawn)
19	-4	-6	-2	-12	4	-6	12	0	-10	1	O=C(Nc1ccc(N2CCCCC2)cc1)c1ccc2ccccc2n1
20	-5	12	-1	4	0	-1	4	-7	1	-8	Cc1sc2ncn3c(C)nnc3c2c1C
21	-2	10	-5	-2	7	1	-2	-2	-1	-15	Nc1nnc(-c2ccccc2F)s1
22	0	7	0	-3	2	2	10	-4	-9	-1	O=C(CN(C(=O)c1csnn1)c1ccccc1Cl)NC1CCCC1
23	-3	-9	-4	-6	2	-3	-7	0	-3	-10	CCCCC(=O)N(C)c1c(C)nc2ccc(C(=O)Nc3cccc(OC)c3)cn12
24	-2	-6	0	5	-4	1	-7	3	2	0	COC(=O)[C@]1(C)N[C@H](CN(C)C(=O)C2CCCCC2)[C@@H]2C(=O)N(Cc3ccccc3)C(=O)[C@@H]21
25	0	8	-1	2	-4	-4	-10	-9	-7	2	S=c1[nH]nc(-c2cc(-c3ccccc3)n[nH]2)n1/N=C/c1cccc(Cl)c1
26	-5	2	1	-4	1	2	5	-13	-9	-3	Cc1csc(NC(=O)c2ccc(C)c(S(=O)(=O)N3CCOCC3)c2)n1
27	-2	20	2	7	4	3	1	-6	-2	-6	COc1ccc(/C=C2/NC(=O)CNC2=O)cc1
28	0	-11	-1	6	-4	1	-1	-2	2	4	Cc1cc(=O)[nH]c(SCC(=O)Nc2ccccc2C)n1
29	-1	-12	5	4	4	1	5	3	3	2	COc1ccc(NC(=S)N2CCCC2)cc1
30	3	-1	-10	-15	-2	-1	-9	10	-26	3	COc1cc2c(cc1OC)C(c1ccc(O)cc1)NCC2 (stereo not drawn)

A draw from above in order of length of the SMILES, ascending.
nr	ADAM17 inh	ASAP1 inh	PLCg1 inh	TDP2 absorb	Tn7 DDE FP	Tn6 DDE FP	ARFGAP1 inhibitor	SIAE inh	PLCb3 inh	ADAM10 inh	SMILES
29	-1	-12	5	4	4	1	5	3	3	2	COc1ccc(NC(=S)N2CCCC2)cc1
28	0	-11	-1	6	-4	1	-1	-2	2	4	Cc1cc(=O)[nH]c(SCC(=O)Nc2ccccc2C)n1
26	-5	2	1	-4	1	2	5	-13	-9	-3	Cc1csc(NC(=O)c2ccc(C)c(S(=O)(=O)N3CCOCC3)c2)n1
23	-3	-9	-4	-6	2	-3	-7	0	-3	-10	CCCCC(=O)N(C)c1c(C)nc2ccc(C(=O)Nc3cccc(OC)c3)cn12
25	0	8	-1	2	-4	-4	-10	-9	-7	2	S=c1[nH]nc(-c2cc(-c3ccccc3)n[nH]2)n1/N=C/c1cccc(Cl)c1

Next entries follow:
nr	ADAM17 inh	ASAP1 inh	PLCg1 inh	TDP2 absorb	Tn7 DDE FP	Tn6 DDE FP	ARFGAP1 inhibitor	SIAE inh	PLCb3 inh	ADAM10 inh	SMILES
31	-1	1	-1	16	1	3	-2	7	-3	-1	O=C(NCCc1ccc(Cl)cc1)C1CCC(=O)N(C2CCCCCC2)C1 (stereo not drawn)
32	-1	-9	-1	-13	3	3	0	0	-5	8	CC(C)c1ccc(S(=O)(=O)Nc2ccc(-n3cnnn3)cc2)cc1
33	3	2	6	-1	-12	0	12	2	1	6	O=C(OCC(=O)N1CCN(S(=O)(=O)c2ccc(Cl)cc2)CC1)c1ccc([N+](=O)[O-])o1
34	-2	-6	2	8	1	-4	-6	-2	-3	2	COC(=O)c1c(-c2ccccc2Cl)noc1-c1cnc(N)nc1C(F)(F)F
35	-6	-2	-2	-11	6	-6	4	-9	-11	-1	Cc1ccc(C(=O)NC2CCN(C(=O)Nc3ccccc3)CC2)cc1
36	0	-5	-6	8	1	-2	-3	2	-1	4	Fc1cccc(Cc2noc(CN3CCCN(C4Cc5ccccc5C4)CC3)n2)c1
37	-85	-2	-57	-9	-3	-6	3	-2	-97	-333	Cc1cccn2c(=O)c3cc(C(=O)NC4CCCCC4)c(=N)n(Cc4ccc(F)cc4)c3nc12
38	-1	11	0	-6	4	2	6	-3	-9	-1	O=[N+]([O-])c1ccc(Sc2ncc3ccccn23)nc1
39	-4	7	-75	-6	-1	-7	-3	-9	-88	-5	COc1cc2c(cc1OC)C1(Nc3c-2c(Cc2ccccc2)nn3-c2ccccc2)C(=O)Nc2ccccc21 (stereo not drawn)
40	-1	-7	-2	0	-3	6	5	-3	-4	-1	CC1CCC2(CC1)NC(=O)N(CC(=O)N1CCc3ccccc3C1)C2=O (stereo not drawn)
41	-25	-6	-19	7	0	-1	10	8	-33	-112	Cn1c(=O)c2nc(-c3ccccc3)c(-c3ccccc3)nc2n(C)c1=O
42	-1	-7	2	2	2	-8	14	2	0	-3	COc1ccc([N+](=O)[O-])cc1NC(=O)Nc1ccccc1
43	-3	-1	-28	-3	0	0	7	5	-32	-9	Cc1ccc(C(=O)/C=C\Nc2ccc(C)c(C)c2)cc1
44	-4	-1	2	-4	-4	-1	3	-3	-3	-10	COc1ccc(OC)c(C(=O)CSc2nc3ccccc3n2CC(=O)NC(C)(C)C)c1
45	7	-1	9.9*	-11	-3	-2	-20	-5	3	7	CC(C)N(C(=O)[C@H]1C[C@H](CC(=O)NCCN2CCOCC2)C(=O)N2CCc3c([nH]c4ccc(Cl)cc34)[C@]12C)C(C)C
46	-6	8	1	-12	4	4	4	2	1	-17	COc1ccc(-c2nnc(N)s2)cc1
47	3	-2	-9	7	11	3	-5	-11	-8	2	O=C1Nc2cc(C(=O)N3CCc4ccccc4C3)ccc2S/C1=C\c1ccccc1
48	1	1	3	0	2	-8	5	-4	0	-1	Cc1c(Cl)cccc1NC(=O)CSc1nccn1C
49	3	9	-5	10	-6	3	-4	-5	2	6	COc1ccc(OC)c(NC(=O)C(=O)NNC(=O)c2cccs2)c1
50	-1	10	-1	13	10	-1	8	-3	2	1	CCS(=O)(=O)N1CCN(C2CCC(C)CC2)CC1 (stereo not drawn)
51	-1	-16	0	14	-12	5	11	-2	0	-2	Cc1ccc(C(=O)O)cc1NC(=S)NC(=O)c1ccc([N+](=O)[O-])c(C)c1
52	-6	-11	-38	-11	-6	-3	16	-35	-54	-30	CC(=O)C1=C(O)C(=Cc2ccccc2)OC1=O
53	-3	-9	-7	40*	4	8	-6	8	-16	-3	O=C1C(NS(=O)(=O)c2cccs2)=C(N2CCN(Cc3ccccc3)CC2)C(=O)c2ccccc21
54	-6	-10	0	-2	4	-1	7	4	1	-4	Cc1ccc(CN2C(=O)CCC2C(=O)NCc2ccc(F)cc2)cc1 (stereo not drawn)
55	-8	-3	0	-11	10	3	-16	0	-7	-4	C/C(=N\NC(=O)c1ccc(O)cc1)c1cc2ccccc2o1

Source: PubChem (The Scripps Research Institute Molecular Screening Center)
